# Mcl1-Noxa inh: disrupts binding of human Mcl-1 to Noxa peptide. Q07820. TR-FRET Mcl-1/Noxa peptide binding, 2 h. inhibition, % at 21.7 µM. actives 1.5% (n = 220,000). AID 1022;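 active = compounds that cut the protein-peptide binding signal by more than 50% relative to plate controls in a single-dose test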;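 note: His-tagged Mcl-1 with rhodamine Noxa BH3 peptide and terbium anti-His antibody; 0% = Mcl-1 plus Noxa peptide wells and 100% = peptide-only wells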
# RGS8-Gao: human RGS8-Galphao interaction regulation; P09471; multiplexed bead flow cytometry, RGS8-Galphao binding; actives lie on both sides; response (percent of control binding), % at 10 µM; actives 0.34% (n = 220,000); AID 1423; in the data active = response below about 60% or above about 140%; inactive = in between;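 note: Galphao activated as the GDP aluminium fluoride complex binding bead-coupled RGS8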
# Target sequence (P09471 whole entry, looked up): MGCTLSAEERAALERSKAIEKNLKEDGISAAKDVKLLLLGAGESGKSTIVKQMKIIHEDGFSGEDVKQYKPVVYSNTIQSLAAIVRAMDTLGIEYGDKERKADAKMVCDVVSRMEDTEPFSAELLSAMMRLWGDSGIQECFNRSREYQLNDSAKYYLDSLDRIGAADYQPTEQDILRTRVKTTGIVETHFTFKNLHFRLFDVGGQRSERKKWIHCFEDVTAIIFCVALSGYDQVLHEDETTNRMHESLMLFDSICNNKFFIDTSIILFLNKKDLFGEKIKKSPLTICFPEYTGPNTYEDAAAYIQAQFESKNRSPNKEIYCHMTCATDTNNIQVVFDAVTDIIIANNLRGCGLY
# Bim-Mcl-1: human Bim-Mcl-1 interaction inhibition | inhibition, % at 10 µM | Bead-based flow cytometry, Bim peptide-Mcl-1 binding | actives 0.1% (n = 190,000); in the data active = inhibition above about 40%;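 note: 0% = no compound tracer wells and 100% = peptide blocker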
# ABCG2 block: blocks JC-1 efflux by human ABCG2 transporter; IgMXP3 cells, flow cytometry; actives 0.1% (n = 190,000); inhibition, % at 6.6 µM; AID 1325; Q9UNQ0;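 active = inhibition above 80%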;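 note: 0% = DMSO and 100% = nicardipine control wells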
# Target sequence (Q9UNQ0 whole entry, looked up): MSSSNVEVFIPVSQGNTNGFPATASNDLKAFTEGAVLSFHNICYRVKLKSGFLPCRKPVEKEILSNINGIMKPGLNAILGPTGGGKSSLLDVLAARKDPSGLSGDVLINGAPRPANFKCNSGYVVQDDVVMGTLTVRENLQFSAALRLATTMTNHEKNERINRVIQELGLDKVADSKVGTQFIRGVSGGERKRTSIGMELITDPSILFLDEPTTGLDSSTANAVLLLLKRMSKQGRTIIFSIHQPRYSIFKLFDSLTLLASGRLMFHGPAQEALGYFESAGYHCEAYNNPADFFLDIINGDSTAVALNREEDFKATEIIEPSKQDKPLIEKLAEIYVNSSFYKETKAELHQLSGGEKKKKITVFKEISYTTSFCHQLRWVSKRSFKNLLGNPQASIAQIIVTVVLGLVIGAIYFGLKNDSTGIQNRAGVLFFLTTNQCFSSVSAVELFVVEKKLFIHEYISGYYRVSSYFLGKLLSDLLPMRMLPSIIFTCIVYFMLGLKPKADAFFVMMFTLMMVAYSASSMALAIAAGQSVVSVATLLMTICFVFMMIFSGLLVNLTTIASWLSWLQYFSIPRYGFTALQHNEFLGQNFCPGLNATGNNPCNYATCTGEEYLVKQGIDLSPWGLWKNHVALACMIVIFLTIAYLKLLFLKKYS
#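 Assay system – ABCG2 IgMXP3 and barcoded ABCB1 CCRF-Adr cell mix · Input – 3 million cells/mL in well · Reagent – JC-1 fluorescent substrate · Compound – single test compound dose, 6.6 µM final · Timing – 10 min exposure at 25 °C with rotation, no wash · Detection – flow cytometry of retained JC-1 fluorescence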
# RGS4-Gao reg: modulates binding of RGS4 to human Galphao; P09471; Multiplexed bead flow cytometry; actives lie on both sides; binding response (% of control), % at 10 µM; actives 0.33% (n = 220,000); AID 1415; in the data active = binding response below about 49% or above about 150%; inactive = in between;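 note: fluorescent Galphao activated with aluminum fluoride binding bead-coupled RGS4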
# Mcl1 Bid PPI: disrupts binding of human Mcl-1 to Bid peptide. Q07820. TR-FRET Mcl-1/Bid-Dy647 peptide binding, 1536-well. inhibition, % at 21.7 µM. actives 0.97% (n = 220,000);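 active = compounds that cut the binding signal by more than half at the single screening dose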;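 note: His-tagged Mcl-1 with europium anti-His antibody binding Bid BH3 peptide; 0% = Mcl-1 plus peptide wells and 100% = peptide-only wells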
# Pf gametocyte: inhibitors of late stage P. falciparum gametocyte viability | actives 0.065% (n = 150,000) | inhibition, % at 10.9 µM | P. falciparum stage V gametocytes, ATP luminescence, 24 h | AID 743093;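 active = inhibition above the mean plus 3 SD of compounds within the control limits, set per campaign, cut at about 38% in these data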;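 note: 0% = DMSO wells and 100% = medium only without gametocytes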
# GSH bead fluor: GSH bead compound fluorescence profile | fluorescence (KMESF) at 10 µM | GSH beads flow cytometry, compound fluorescence 488/530 nm; active compounds read high | actives 0.25% (n = 190,000); in the data active = fluorescence above about 89;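 note: glutathione beads carrying GST-tagged Bcl family fusion proteins plus one bare bead set; values are compound well signal with DMSO vehicle wells as background; inactives centre near 16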
# ABCB1 inh: blocks JC-1 efflux by human ABCB1 transporter; inhibition, % at 6.6 µM; P08183; AID 1326; CCRF-Adr cells, flow cytometry; actives 0.067% (n = 190,000); in the data active = inhibition above about 40%;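 note: 0% = vehicle and 100% = reference inhibitor; higher value means more JC-1 retained so stronger ABCB1 efflux block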
# RGS7-Gao: human RGS7-Galphao interaction regulation | P09471 | Multiplexed bead flow cytometry, RGS7-Galphao binding; actives lie on both sides | binding response (% of control), % at 10 µM | actives 0.35% (n = 220,000) | AID 1439; in the data active = binding response below about 49% or above about 150%; inconclusive = no clear call, values can overlap the other calls; inactive = in between;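 note: fluorescent Galphao held in activated GDP-AlF4 state binding bead-coupled RGS7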
# Avidin fluor: compound fluoresces at 488/530 nm on avidin beads; compound fluorescence 488/530 nm, flow cytometry; active compounds read high; fluorescence (KMESF) at 10 µM; actives 0.38% (n = 220,000); AID 1775; in the data active = fluorescence above about 47; note: inactives centre near 10
# The depositor's hits bear a star; ? = inconclusive; · = no result given; [ ] = dose if it differs, or a comment. Compounds as they come; overall some 3.3% were active at least once.
structure	Mcl1-Noxa inh	RGS8-Gao	Bim-Mcl-1	ABCG2 block	RGS4-Gao reg	Mcl1 Bid PPI	Pf gametocyte	GSH bead fluor	ABCB1 inh	RGS7-Gao	Avidin fluor
O=c1nc2ccccc2c2n1CC(CN1CCN(c3ccccc3F)CC1)N2 (stereo not given)	9.0	107.1	-3.0	3.4	102.1	-20.4	·	13	0.8	102.5	11
C=CCc1cc(Cl)ccc1OCCNCCOC	26.2	99.7	-1.0	4.2	100.7	4.7	-3.1	17	2.7	104.4	11
CCc1cc2c(=O)c(-c3ccc4c(c3)OCCO4)coc2c(CN2CCCCC2C)c1O (stereo not given)	13.8	100.3	15.0	5.2	99.1	1.9	-5.6	10	1.6	94.6	12
Cc1cc(C(=O)OCC(=O)NCCC(C)C)c2ccccc2n1	1.5	100.5	-2.0	-0.1	97.9	-7.8	10.6	19	0.4	101.4	24
Cn1cc(CN2CC3C[C@@H]4CC2C[C@H](C3)C4)c(-c2ccc3c(c2)OCCO3)n1	8.6	109.3	-1.0	0.5	108.7	-32.2	-3.2	14	0.0	108.3	5
Cc1onc(-c2ccccc2Cl)c1C(=O)N1CCOC12CCN(c1cccc(F)n1)CC2	16.2	101.6	2.0	3.0	99.2	-22.4	-23.6	14	1.3	91.7	8
CCS(=O)(=O)c1ccc(O)c(NC(=O)COc2ccc(Cl)cc2)c1	1.5	91.3	0.0	1.7	97.5	-2.0	18.2	30	0.2	94.6	6
Cc1cccc(N2C(S)=C(C#N)C(=O)NC2c2cccs2)c1 (stereo not given)	2.7	101.9	28.0	-2.3	109.6	-54.2	-1.4	4	·	134.1	8
COc1cc(/C=C/C(=O)OCC(=O)Nc2ccccc2Cl)cc(OC)c1OC	2.3	96.2	3.0	1.8	95.0	-36.2	-35.1	14	0.1	?	8
CC1CCCCC1NC(=S)Nc1ccc(SC(F)F)cc1 (stereo not given)	6.3	105.0	-3.0	6.8	107.0	10.7	-12.4	11	0.0	102.5	8
O=C(COC(=O)C(Cc1ccccc1)NC(=O)c1ccco1)NC1CC1 (stereo not given)	-7.4	101.6	-4.0	2.3	102.3	-23.1	6.1	14	0.7	101.1	4
O=C(O)C1SCCN1S(=O)(=O)c1ccc2ccccc2c1 (stereo not given)	2.0	103.6	·	3.5	102.8	9.9	8.1	31	1.1	103.3	8
CCOC(=O)C1(c2nc(N)cs2)COC(=O)C1 (stereo not given)	15.8	104.4	-5.0	0.6	103.5	-17.1	-5.6	13	0.3	104.9	29
O=C(Nn1c(C2CCCCC2)nc2ccccc2c1=O)c1ccc([N+](=O)[O-])cc1	9.6	114.7	1.0	1.2	102.0	-3.4	42.1*	13	0.6	102.5	14
CCC(=O)c1c(NC(CC)CO)cc(C)oc1=O (stereo not given)	-9.0	90.3	5.0	4.4	86.0	-26.4	9.6	11	1.2	86.5	8
O=C(CSc1nnnn1-c1ccc(F)cc1)Nc1ccc(N2CCOCC2)c(Cl)c1	7.2	99.7	2.0	0.9	97.5	22.3	10.4	16	0.0	99.9	4
Cn1c(CNC(=O)c2ccc(Cl)cc2)nnc1SCC(=O)Nc1sc2c(c1C#N)CCCC2	-109.3	103.3	-3.0	9.5	101.3	10.0	11.3	25	0.4	103.6	24
COc1cccc(N(C(=O)CS(=O)CC(=O)Nc2ccc(F)cc2)C(C(=O)NC2CCCCC2)c2cccs2)c1 (stereo not given)	-37.7	110.3	-6.0	4.8	112.0	41.0	-20.0	9	0.3	114.1	13
CC(=O)c1cccc(NC(=O)N[C@@H](CC(C)C)C(=O)O)c1	13.8	98.1	-1.0	3.9	98.1	-2.6	22.5	24	0.7	99.5	13
CCOc1ccccc1NC(=O)C(OC(=O)c1ccc(CC)cc1)c1ccccc1 (stereo not given)	-2.0	105.4	-1.0	27.3	101.8	5.7	-27.1	8	7.8	102.8	4
O=C(O)CCSc1nnc(SCC(=O)NCC(F)(F)F)s1	14.1	72.3	-4.0	-17.1	92.9	-35.0	·	4	-0.6	85.3	5
Cc1ccc(-c2nc3ccc(Cl)cc3n2OC(C)C(=O)O)cc1 (stereo not given)	10.7	102.2	0.0	5.3	104.3	3.3	2.8	17	0.4	87.9	10
O=C(CCNC(=O)c1ccc([N+](=O)[O-])cc1)Nc1ccc(N2CCOCC2)cc1N1CCOCC1	17.7	100.6	2.0	19.9	98.7	-18.6	2.7	9	2.3	103.7	11
NC(=O)c1ccccc1N=Cc1ccccn1	-21.4	94.0	-2.0	2.7	85.7	-13.8	7.1	23	0.5	96.3	30
COc1ccc(CCNC(=O)C(=O)NN=C2CCCCCCC2)cc1OC	11.6	102.9	·	·	108.0	-15.1	18.5	·	·	?	3
Cc1cc(C(=O)O)c2ccccc2n1	4.9	108.2	1.0	6.8	107.0	-27.5	·	14	1.7	101.8	15
CCn1cc(C(=O)OCC(=O)c2cc(C)n(-c3ccc(OC(F)F)cc3)c2C)c(=O)c2ccc(C)nc21	5.2	101.3	-21.0	8.3	98.4	-65.0	-8.9	14	1.6	98.2	3
NC(N)=NC1=NC(=O)C(Cc2ccccc2Cl)S1 (stereo not given)	-1.4	102.7	·	·	107.4	-0.4	-3.3	·	·	?	3
COc1ccc2[nH]c(O)c(N=NC(=O)Cc3cccs3)c2c1	61.3*	101.4	·	·	97.2	-54.5	20.3	·	·	?	7
COc1ccc(Cl)cc1NC(=O)CSc1ncnc2c1oc1ccccc12	-37.0	99.3	-9.0	-0.1	98.1	27.3	13.0	22	-1.1	98.7	12
CCOc1ccc(NC(=O)C2C(C(=O)O)C3(Cl)C(Cl)=C(Cl)C2(Cl)C3(Cl)Cl)cc1 (stereo not given)	17.1	99.2	-2.0	0.2	98.9	6.3	7.1	9	0.0	97.2	7
Cc1ccnc(NC(=O)Nc2ccc(Br)cc2Cl)c1	6.0	105.9	0.0	5.7	103.6	-17.1	-12.7	13	0.6	102.6	7
CCc1nnc(NC(=O)c2ccc(-c3ccccc3Cl)o2)s1	19.8	101.4	1.0	1.8	106.8	52.8*	-14.0	20	0.5	110.0	8
O=c1[nH]c2c(s1)C(c1ccc(O)cc1)C1C3CCC(C3)C1S2 (stereo not given)	54.5*	98.9	0.0	-4.3	100.6	48.2	·	25	-1.8	100.6	6
CN(C)S(=O)(=O)c1ccc(Cl)c(NC(=O)CSc2nc3c(cc2C#N)C(=O)CC(C)(C)C3)c1	-37.7	103.1	0.0	3.6	99.5	-31.2	-21.1	6	1.8	100.3	11
CCc1nn(-c2ccccc2)c(N)c1-c1ccc(OC)c(OC)c1	8.3	80.8	-1.0	2.5	73.5	-102.9	-5.3	13	0.8	79.9	12
CC(=O)n1cc(/C=N/NC(=O)c2sc(C)nc2C)c2ccccc21	5.6	104.1	0.0	0.0	103.7	-15.0	·	·	-0.1	102.6	9
O=C(NCCCCc1ccccc1)C12CN(Cc3ccccc3)CC1C(c1cccc([N+](=O)[O-])c1)=NO2 (stereo not given)	7.5	102.6	-4.0	13.5	105.5	21.9	5.9	33	2.3	103.5	10
Cc1cccc(N(Cc2ccc(Cl)cc2)S(C)(=O)=O)c1	-5.6	98.6	0.0	0.8	99.3	-23.2	21.4	19	0.1	99.1	10
COc1ccc(/C=N/NC(=O)c2cccc(C(F)(F)F)c2)cc1	14.2	99.3	-1.0	-0.1	103.3	-27.8	-14.9	10	-0.4	101.1	6
O=[N+]1C2=C(CCCC2)N([O-])C12CCCC2	-0.4	102.7	0.0	5.6	99.2	-23.5	·	56	0.1	97.5	11
CC(=O)Nc1ccccc1NS(=O)(=O)c1ccccc1[N+](=O)[O-]	15.2	99.7	-2.0	0.1	158.2*[activator]	-9.0	1.6	10	0.2	401.2*[activator]	204*
O=C(CSc1nccc(=O)[nH]1)c1c[nH]c2ccccc12	-3.3	103.0	·	·	105.4	19.9	-12.1	·	·	?	3
O=C(/C=C/c1ccc(Cl)cc1)N(c1ccccn1)C1CCCCC1	13.4	101.4	-7.0	29.2	102.1	-2.1	12.1	7	1.8	101.2	14
CC(C)C(=O)Nc1ccc([N+](=O)[O-])cc1Br	7.9	93.8	-1.0	3.7	95.2	9.0	·	9	0.2	95.0	5
Cc1ccc(CNC(=O)C(=O)NCC(c2ccco2)N2CCOCC2)cc1 (stereo not given)	20.4	101.1	-1.0	-2.8	98.7	-46.7	18.4	15	-0.1	99.6	15
Cc1cc(C)nc(N2CCC(C(=O)NCc3ccccc3)CC2)n1	-2.1	106.5	-1.0	-0.1	105.7	0.4	·	15	0.2	104.9	8
CCN1CCSc2ccc(C(=O)Nc3ccc(NC(C)=O)cc3)cc21	7.1	102.1	-8.0	11.4	106.2	-31.3	-11.0	8	1.1	102.5	12
O=C(N/N=C/c1cc([N+](=O)[O-])ccc1O)c1cc(-c2ccccc2)nc2ccccc12	-27.8	67.4	5.0	21.8	54.2	-15.6	0.2	11	6.9	42.5*	2
O=C(c1cccs1)c1ccc(-c2cccs2)s1	·	99.4	10.0	0.5	98.0	·	·	30	-0.8	101.1	8

# (continued)
structure	Mcl1-Noxa inh	RGS8-Gao	Bim-Mcl-1	ABCG2 block	RGS4-Gao reg	Mcl1 Bid PPI	Pf gametocyte	GSH bead fluor	ABCB1 inh	RGS7-Gao	Avidin fluor
Nc1c(C(=O)NCc2ccccc2)sc2nc(N3CCOCC3)c3c(c12)CCCC3	-24.2	96.4	-2.0	0.9	95.8	-80.4	·	15	0.3	99.8	12
CN(C)CC1CCCCC1OC(=O)c1ccc(Br)cc1 (stereo not given)	-7.3	103.0	-2.0	-0.1	100.0	4.5	-15.6	13	0.4	103.5	14
COc1ccc(/C=N/NC(=O)c2ccc(CN3c4cccc5cccc(c45)S3(=O)=O)cc2)cc1	2.0	90.5	-2.0	-15.8	95.8	-16.9	-21.7	4	-0.5	96.0	5
Cc1ccccc1NC(=O)Cn1cnc2c(oc3nc4c(cc32)COC(C)(C)C4)c1=O	9.3	96.4	-2.0	1.6	99.4	-26.2	-0.6	11	0.1	93.5	6
c1ccc(-c2cc(-c3nc4ccccc4[nH]3)c3ccccc3n2)cc1	-9.4	103.6	2.0	2.9	103.4	-2.7	·	25	3.0	101.2	11
S=C(NC1CCCC1)NC1CCCC1	8.4	100.5	0.0	-0.1	99.4	-25.3	6.5	19	0.0	?	9
Cc1cccc(NS(=O)(=O)c2ccc(C3CCCCC3)cc2)c1	7.8	103.2	-3.0	-3.5	101.8	-11.4	-10.4	32	-0.9	102.8	14

# Compound activity as filed in PubChem BioAssay.
